# Bioassay records: PubChem BioAssay, National Center for Advancing Translational Sciences (NCATS)
# N370S GC mod – inhibits or activates N370S mutant glucocerebrosidase; AID 2101; Potency, µM (series often up to 59.4 µM), without a hit: at the highest dose activity change, negative = inhibition, most hits filed as inhibitors; N370S GC spleen homogenate, 4MU-glucoside fluorescence; P04062; 330,000 compounds, 0.092% hits;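 further: 0% = full enzyme activity and -100% = no enzyme basal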
# FEN1 inhibitor – blocks human flap endonuclease 1; P39748; Recombinant FEN1 flap cleavage, fluorescence, 15 min; Potency, µM (series often up to 114 µM), inactives show at the highest dose activity change, negative = inhibition, usual class: inhibitors; 390,000 compounds, 0.35% hits; AID 588795; further: nearly all actives have a fitted effect of over 65% in size
# Target sequence (P39748 whole entry, looked up): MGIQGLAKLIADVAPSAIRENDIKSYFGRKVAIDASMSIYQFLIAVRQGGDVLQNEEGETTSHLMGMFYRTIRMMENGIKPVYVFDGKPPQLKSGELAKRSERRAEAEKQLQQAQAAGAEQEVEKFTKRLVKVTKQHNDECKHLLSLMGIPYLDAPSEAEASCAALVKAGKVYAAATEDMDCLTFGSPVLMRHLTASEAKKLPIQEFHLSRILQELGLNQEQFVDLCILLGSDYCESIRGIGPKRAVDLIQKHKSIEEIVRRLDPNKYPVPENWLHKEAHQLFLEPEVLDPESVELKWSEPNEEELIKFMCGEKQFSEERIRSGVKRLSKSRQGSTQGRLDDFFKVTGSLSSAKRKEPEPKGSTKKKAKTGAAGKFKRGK
#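 Quantitative HTS format: each compound was titrated, incubated with 10 nM nuclease for 15 min at room temperature, then challenged with flap substrate at 50 nM final. Signal change over 15 min gave concentration–effect curves.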
# DT40 TDP1 CPT – growth inhibition of DT40 Tdp1-/-;hTDP1 cells with camptothecin (screen for TDP1 inhibitors); chicken DT40 Tdp1-/-;hTDP1 cells + 20 nM CPT, ATP luminescence, 48 h; Potency, µM (top dose mostly 46.2 µM), without a hit: top-dose activity change, negative = growth inhibition, actives largely listed as inhibitors; 420,000 compounds, 12% hits; further: nearly all actives have a fitted effect of over 55% in size
#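 Cell growth measured by CellTiter-Glo luminescence after a minimum 48 h, 37 C compound exposure with 20 nM CPT in Tdp1-knockout DT40 cells stably expressing hTDP1, seeded 400/well; qHTS titration format.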
# * = called active by the depositor; ? = inconclusive; . = no result given; & = joins results of further samples. The call rests on the fitted dose curve; in most records, active means well fitted curve in the direction sought with a large enough effect; inconclusive means small, poorly fitted or top-dose-only effect, or another doubt; inactive means no such curve, though single readings can be large; an effect the other way counts as inactive or inconclusive. Unless noted, on the % scale 0 is the no-effect control and ±100 the full control effect; potency means the concentration at half of the fitted maximal effect.
# The opening 25 entries, ahead of the listing:
SMILES,N370S GC mod,FEN1 inhibitor,DT40 TDP1 CPT
CC(C)(C)N(Cc1ccccc1)C(=O)COc1cccnc1[N+](=O)[O-],2%,-1%,?
Cc1nn2c(-n3ccnc3)c3c(nc2c1-c1ccccc1)CCC3,-7%,-9%,-6%
CCOC(=O)C1=CCC2c3c(c4ccccc4n3C)C(=O)C1N2C(=O)OC(C)(C)C (configuration not stated),.,-2%,?
COc1ccc(CCNC(=O)C(=O)NCC(c2cccs2)S(=O)(=O)c2ccc(C)cc2)cc1 (configuration not stated),.,2%,?
O=C(COC(=O)CNC(=O)c1ccccc1)Nc1ccc(Cl)cn1,.,7%,-22%
COc1cc(CCC(=O)N2CCN(c3ccc([N+](=O)[O-])cc3)CC2)cc(OC)c1OC,-9%,-3%,?
CSc1ccc(C#N)cc1NC(=O)c1ccccc1C,18%,-4%,-11%
COc1ccc(NC(=O)CNS(=O)(=O)c2cccc3nonc23)c(OC)c1,2%,-10%,-13%
Cc1ccc(C)c(N2CCN(c3cnn(-c4nc5ccccc5s4)c(=O)c3Cl)CC2)c1,1%,1%,9.2µM*
Cn1c(=O)c2c(ncn2CCOc2ccc(Br)cc2)n(C)c1=O,4%,-5%,?
CCC(C)Sc1nc2c(c(=O)[nH]c(=O)n2C)n1Cc1ccccc1Cl (configuration not stated),-1%,6%,?
Cc1sc2ncnc(N3CCC(C(=O)Nc4ccc(F)cc4Cl)CC3)c2c1C,.,?,?
Cn1cnnc1SCC(=O)Nc1ccc(Cl)c(S(=O)(=O)N2CCOCC2)c1,2%,13%,-3%
CC(C)CN(C(=O)COC(=O)CSc1ccccc1F)c1c(N)n(Cc2ccccc2)c(=O)[nH]c1=O,0%,3%,1%
Cc1[nH]c2ccccc2c1C(=O)C(=O)N1CC(C)OC(C)C1 (configuration not stated),-1%,-2%,-1%
COc1ccc(OC)c(-c2nc(Nc3ccccc3C)sc2CC(=O)O)c1,.,0%,-2%
COc1ccc(/C=C/C(=O)OCC(=O)N2CCN(S(=O)(=O)c3ccc(C)cc3C)CC2)cc1OC,.,1%,?
Oc1cccc2c3c(oc12)CCCC3,.,-9%,12%
O=C(CSc1ccc2nnc(-c3ccccc3)n2n1)NCC1CCCO1 (configuration not stated),4%,-16%,-2%
O=C1c2ccccc2NC(c2ccccc2)N1Cc1ccco1 (configuration not stated),14%,-8%,1%
CC(=O)c1cccc(OCC(=O)c2cc(C)n(-c3cc(C)on3)c2C)c1,23%,-11%,18µM*
O=S(=O)(c1cccc2ccccc12)N1CCN(c2nc(-c3cccs3)nc3ccccc23)CC1,.,10%,?
CCCCN(C(=O)c1ccc(S(=O)(=O)N(C)c2ccccc2)cc1)c1c(N)n(CCC)c(=O)[nH]c1=O,.,0%,-16%
O=[N+]([O-])c1ccc(Nc2nc(N3CCOCC3)nc(N3CCOCC3)n2)cc1,.,11%,?
O=C(NCc1ccco1)c1ccc(CS(=O)(=O)c2cccc(C(F)(F)F)c2)o1,-3%,1%,-11%

# The list itself, from the first entry:
SMILES,N370S GC mod,FEN1 inhibitor,DT40 TDP1 CPT
CC(C)(C)N(Cc1ccccc1)C(=O)COc1cccnc1[N+](=O)[O-],2%,-1%,?
Cc1nn2c(-n3ccnc3)c3c(nc2c1-c1ccccc1)CCC3,-7%,-9%,-6%
CCOC(=O)C1=CCC2c3c(c4ccccc4n3C)C(=O)C1N2C(=O)OC(C)(C)C (configuration not stated),.,-2%,?
COc1ccc(CCNC(=O)C(=O)NCC(c2cccs2)S(=O)(=O)c2ccc(C)cc2)cc1 (configuration not stated),.,2%,?
O=C(COC(=O)CNC(=O)c1ccccc1)Nc1ccc(Cl)cn1,.,7%,-22%
COc1cc(CCC(=O)N2CCN(c3ccc([N+](=O)[O-])cc3)CC2)cc(OC)c1OC,-9%,-3%,?
CSc1ccc(C#N)cc1NC(=O)c1ccccc1C,18%,-4%,-11%
COc1ccc(NC(=O)CNS(=O)(=O)c2cccc3nonc23)c(OC)c1,2%,-10%,-13%
Cc1ccc(C)c(N2CCN(c3cnn(-c4nc5ccccc5s4)c(=O)c3Cl)CC2)c1,1%,1%,9.2µM*
Cn1c(=O)c2c(ncn2CCOc2ccc(Br)cc2)n(C)c1=O,4%,-5%,?
CCC(C)Sc1nc2c(c(=O)[nH]c(=O)n2C)n1Cc1ccccc1Cl (configuration not stated),-1%,6%,?
Cc1sc2ncnc(N3CCC(C(=O)Nc4ccc(F)cc4Cl)CC3)c2c1C,.,?,?
Cn1cnnc1SCC(=O)Nc1ccc(Cl)c(S(=O)(=O)N2CCOCC2)c1,2%,13%,-3%
CC(C)CN(C(=O)COC(=O)CSc1ccccc1F)c1c(N)n(Cc2ccccc2)c(=O)[nH]c1=O,0%,3%,1%
Cc1[nH]c2ccccc2c1C(=O)C(=O)N1CC(C)OC(C)C1 (configuration not stated),-1%,-2%,-1%
COc1ccc(OC)c(-c2nc(Nc3ccccc3C)sc2CC(=O)O)c1,.,0%,-2%
COc1ccc(/C=C/C(=O)OCC(=O)N2CCN(S(=O)(=O)c3ccc(C)cc3C)CC2)cc1OC,.,1%,?
Oc1cccc2c3c(oc12)CCCC3,.,-9%,12%
O=C(CSc1ccc2nnc(-c3ccccc3)n2n1)NCC1CCCO1 (configuration not stated),4%,-16%,-2%
O=C1c2ccccc2NC(c2ccccc2)N1Cc1ccco1 (configuration not stated),14%,-8%,1%
CC(=O)c1cccc(OCC(=O)c2cc(C)n(-c3cc(C)on3)c2C)c1,23%,-11%,18µM*
O=S(=O)(c1cccc2ccccc12)N1CCN(c2nc(-c3cccs3)nc3ccccc23)CC1,.,10%,?
CCCCN(C(=O)c1ccc(S(=O)(=O)N(C)c2ccccc2)cc1)c1c(N)n(CCC)c(=O)[nH]c1=O,.,0%,-16%
O=[N+]([O-])c1ccc(Nc2nc(N3CCOCC3)nc(N3CCOCC3)n2)cc1,.,11%,?
O=C(NCc1ccco1)c1ccc(CS(=O)(=O)c2cccc(C(F)(F)F)c2)o1,-3%,1%,-11%
SMILES,N370S GC mod,FEN1 inhibitor,DT40 TDP1 CPT
O=[N+]([O-])c1ccn(-c2nc(-c3cccs3)cc(C(F)(F)F)n2)n1,11%,3%,-21%
CCC(C(=O)NC1CCCC1)N(C(=O)Cn1nnc(-c2ccc(C)o2)n1)C(C)(C)C (configuration not stated),-1%,12%,-21%
CCN(CC)C(=O)CC(c1ccc(N(C)C)cc1)c1c(OC)cc(OC)c2c(-c3ccccc3)cc(=O)oc12 (configuration not stated),13%&14%,-25%&-8%,?
COc1ccc(C(=O)Nn2c(SCc3ccc([N+](=O)[O-])cc3)nc3ccccc3c2=O)cc1,3%,14%,?
CCOc1ccccc1N(CC(=O)NC1CCCC1)C(=O)CCC(=O)Nc1cc(C)on1,7%,-7%,-3%
CN(C)C(CNC(=O)c1ccc2ccccc2n1)c1ccccc1 (configuration not stated),3%,1%,?
O=C(Nc1nc(SCc2ccc(F)cc2)ns1)c1ccco1,10%,10%,-10%
COCCn1nnnc1C(c1ccc(C)cc1)N1CCN(Cc2ccc3c(c2)OCO3)CC1 (configuration not stated),-6%,-3%,16µM*
CCOC(=O)C(=O)Nc1nccs1,-2%,-10%,-4%
CC(=O)N1CCN(S(=O)(=O)c2cccc(C(=O)OCc3cccc(F)c3)c2)CC1,.,-3%,?
NC(=O)c1c(NC(=O)CS(=O)(=O)c2ccc(Cl)cc2)sc2c1CCCCC2,.,-11%,23µM*
COC(=O)c1ccc(Cn2cnc3nc4c(cc3c2=O)CCCC4)cc1,.,-2%,3%
O=S(=O)(c1cccc(NC(=S)N2CCN(c3cccc(Cl)c3)CC2)c1)C(F)F,-1%,-7%,?
CC1CC(=O)NN=C1c1ccc(NCCO)c([N+](=O)[O-])c1 (configuration not stated),1%,6%,-1%
CC1(C)NC(=O)N(CC(=O)OCc2cc(=O)n3cc(Br)ccc3n2)C1=O,-3%,1%,-7%
CCCCC(=O)Nc1ccccc1N1CCN(c2ccc(F)cc2)CC1,1%,1%,?
C/C(=N\N(c1ccccc1)c1ccccc1)c1ccco1,4%,-7%,-12%
CCCCC(=O)N(c1ccc(OC)cc1)C1C=CS(=O)(=O)C1 (configuration not stated),7%,-12%,0%
COc1cc(S(=O)(=O)N2CCOCC2)ccc1NC(=O)c1cc2c(s1)CCC2,19%,1%,16µM*
Cc1cc(Cl)cc(Br)c1OCCCCn1cncn1,0%,-3%,-24%
NNC(=O)[C@H](Cc1ccccc1)NC(=O)Nc1ccc2c(c1)OCCO2,2%,-2%,-10%
CC1CCCC(NC(=O)CSc2nccn2C)C1C (configuration not stated),10%,0%,13%
CCOC(=O)CSc1nnc(CNC(=O)c2cccs2)n1CCc1ccccc1,?,0%,-16%
Cc1[nH]c(=O)[nH]c(=O)c1S(=O)(=O)N1CCOCC1,-4%,-10%,1%
CCOc1ccc(C(=O)NC(=S)Nc2ccc(N3CCCCC3)cc2)cc1[N+](=O)[O-],-4%,-5%,12µM*
SMILES,N370S GC mod,FEN1 inhibitor,DT40 TDP1 CPT
N#CC(=C1CCCC1)c1nc(-c2ccccc2O)cs1,?,-6%,?
C/C(=N\NC(=O)c1cccc(Br)c1)c1ccc(Br)cc1,-6%,-2%,-22%
COc1ccc(CCNc2ccc(C(=O)O)cc2[N+](=O)[O-])cc1OC,-3%,8%,9%
CC(=O)Nc1ccc(NC(=O)c2ccc(Cl)nc2)cc1,-3%,0%,-11%
O=C(NCCc1ccncc1)Nc1cccc(Cl)c1,6%,-4%,0%
Cc1cc(Cl)c2c(c1)[C@]1(C(=O)N2)[C@@H]2C(=O)N(Cc3ccccc3)C(=O)[C@@H]2[C@@H]2CCCN21,0%,-14%,?
O=S(=O)(NCc1ccccc1)NCc1ccccc1F,10%,-6%,-4%
CCc1c(C)nc2c(OC)cccc2c1Cl,-4%,-5%&-1%,?
CC(NC(=O)c1ccc(Br)cc1)C(=O)NC1=NCCS1 (configuration not stated),13%,-1%,8%
CCCOC(=O)c1ccc(OCC(O)Cn2c(C)nc3ccccc32)cc1 (configuration not stated),?,2%,2.6µM*
Cc1cccc(NC(=O)CCN2C(=O)C3C4C=CC(C4)C3C2=O)n1 (configuration not stated),-2%,6%,16µM*
COc1ccc(CN2CCNC(=O)C2CC(=O)N(C)Cc2nccs2)cc1OC (configuration not stated),-10%,-6%,-4%
CC1CN(c2nc3ccccc3nc2C(C#N)C(=O)NCc2ccc3c(c2)OCO3)CC(C)O1 (configuration not stated),-8%,1%,?
O=C(NC12CC3CC(CC(C3)C1)C2)N1CCN(c2ccccn2)CC1,7%,-1%,-16%
COC(=O)Nc1ccc(C)c(NC(=O)OC)c1,-13%,-12%,-1%
COc1ccccc1NC(=O)CSc1nnc(CC(=O)Nc2ccccc2C)n1C,2%,0%,4%
COC(=O)c1[nH]c2ccccc2c1NS(=O)(=O)c1ccc(F)c(C)c1,3%,-15%,?
Cc1ccc(NC(c2nnc(-c3ccccc3)o2)c2ccccc2F)c([N+](=O)[O-])c1 (configuration not stated),.,-4%,-23%
O=C(O)/C=C/c1ccc2c(c1)OCCO2,20%,3%,1%
Cc1ccc(C(=O)N2CCN(c3ncnc4c(C)csc34)CC2)cc1,-11%,-5%,?
CNS(=O)(=O)c1cccc(C(=O)OCC(=O)Nc2ccccc2OC(F)F)c1,-3%,-13%,5%
CCOc1ccc(C2Nc3ccccc3NC3=C2C(=O)CC(C)(C)C3)cc1OC (configuration not stated),-6%,8%,10%
O=C(COc1ccccc1)Nc1ccc2nc(SCC(=O)N3CCCC3)sc2c1,.,-6%,?
O=C1CN(C(=O)NCC(=O)N[C@@H](C(=O)O)c2ccccc2)c2ccccc2N1,3%,-2%,7%
O=C1CC(NCc2ccncc2)C(=O)N1c1ccccc1 (configuration not stated),-2%,3%,0%
COc1cccc(-c2nnn(CCc3nn[nH]n3)n2)c1,8%,2%,-1%
COc1ccc(CSCC(=O)Nc2ccccc2SC)cc1,5%,2%,?
O=C(Cn1c(=O)n(-c2ccccc2)c(=O)n1CC(=O)N1CCCCC1)N1CCCCC1,7%,-1%,4%
CN1C(c2ccc(F)cc2)=CS/C1=C(/C#N)c1nnc(N2CCOCC2)n1-c1ccccc1,-2%,-3%,?
N/C(Cc1cccc2ccccc12)=N\OC(=O)c1ccc2c(c1)OCO2,0%,0%,16µM*

# Only part of the results is shown. The share of hits here may be higher or lower than overall.
